# From PubChem BioAssay
# hERG rescue: compounds protecting human hERG from proarrhythmic drug block; Q12809; CHO-hERG, FluxOR thallium flux, dofetilide IC70 present; activation (rescue from dofetilide block), less the hit threshold, % at 10 µM; 0.51% of 310,000 active;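 active means activation above the mean of controls blocked by dofetilide plus 5 SD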;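 further: thallium influx through hERG after potassium depolarization seen as dye fluorescence rise; in these data hits start at about 4.7%; inactives centre near -7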
# KCNQ1 pot: human KCNQ1 channel potentiation or activation. P51787. AID 2648. B-score at 10 µM. 0.35% of 310,000 active. CHO-K1 KCNQ1, thallium flux FluxOR fluorescence; active compounds read high;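 active means fluorescence ratio B-score, a plate-corrected score, at least three library SD, with initial intensity B-score within 5 SD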
# Target sequence (P51787 whole entry, looked up): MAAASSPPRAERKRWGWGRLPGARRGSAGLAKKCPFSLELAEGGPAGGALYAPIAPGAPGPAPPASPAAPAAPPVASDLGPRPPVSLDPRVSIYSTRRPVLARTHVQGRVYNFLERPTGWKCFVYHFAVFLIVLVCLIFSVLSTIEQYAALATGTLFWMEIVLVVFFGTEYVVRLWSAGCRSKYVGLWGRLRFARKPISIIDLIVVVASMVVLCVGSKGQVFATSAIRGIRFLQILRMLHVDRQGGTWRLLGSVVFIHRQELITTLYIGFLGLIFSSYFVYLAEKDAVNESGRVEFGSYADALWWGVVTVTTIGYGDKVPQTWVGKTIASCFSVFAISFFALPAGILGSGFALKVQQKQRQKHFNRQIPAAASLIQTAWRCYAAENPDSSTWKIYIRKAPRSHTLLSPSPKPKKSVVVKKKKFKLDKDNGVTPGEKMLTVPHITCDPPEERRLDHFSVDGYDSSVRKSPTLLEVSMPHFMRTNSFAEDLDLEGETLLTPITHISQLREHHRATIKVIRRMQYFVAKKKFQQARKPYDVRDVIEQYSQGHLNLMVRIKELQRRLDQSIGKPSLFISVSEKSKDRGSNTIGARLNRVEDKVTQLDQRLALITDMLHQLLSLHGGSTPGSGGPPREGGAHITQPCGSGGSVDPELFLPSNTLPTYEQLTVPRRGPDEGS
#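 System: Stable KCNQ1 CHO-K1 line | Incubation: 90 min dye loading and 20 min compound exposure, both at room temperature | Measure: Ratio B score | Medium: Assay buffer for compound exposure, DMSO matched across wells | Compound dosing: Single-concentration screen | Probe or stimulus: K+/Tl+ depolarizing stimulus | Measured by: Kinetic FluxOR fluorescence, 10 s baseline plus 110 s post-stimulus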
# MrgX1 agonist: agonists of human MrgX1 receptor; Q96LB2; MrgX1-HEK293 cells, Fluo-4 calcium fluorescence, agonist mode; active compounds read high; B-score at 10 µM; 0.44% of 310,000 active;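 active means calcium response B-score plate-corrected fluorescence ratio at least 3 library SD, with starting fluorescence B-score inside 5 SD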
# Target sequence (Q96LB2 whole entry, looked up): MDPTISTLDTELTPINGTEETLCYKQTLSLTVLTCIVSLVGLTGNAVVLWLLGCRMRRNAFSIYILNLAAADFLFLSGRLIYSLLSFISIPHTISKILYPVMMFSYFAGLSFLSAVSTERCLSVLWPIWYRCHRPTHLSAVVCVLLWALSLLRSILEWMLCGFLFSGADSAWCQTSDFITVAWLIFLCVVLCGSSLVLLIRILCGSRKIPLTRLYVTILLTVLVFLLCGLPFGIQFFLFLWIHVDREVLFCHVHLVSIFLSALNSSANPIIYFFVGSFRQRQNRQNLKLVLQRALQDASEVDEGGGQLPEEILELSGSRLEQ
#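 times = overnight plating, then 30 min 37 °C plus 30 min room-temperature dye loading | assay system = stable human MrgX1 HEK293 cell line | input = fifteen thousand cells per well | signal = kinetic calcium dye fluorescence, Fluo-4 NW | dosing = compound delivered in addition one of three | read-out = B-scored fluorescence response ratio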
# RGS4 act: RGS4 potentiation or activation. HEK293 M3R/inducible RGS4, carbachol calcium flux Fluo4; active compounds read low. B-score at 10 µM. 0.92% of 310,000 active. AID 463111;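 active means B-score of the integrated calcium signal more than 4 SD below the library mean, with starting fluorescence not abnormally high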;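 further: negative B-score means reduced calcium response which marks RGS4 activation or potentiation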
#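 Test system: HEK293 cells with stable M3R and inducible RGS4; also added: carbachol at ECmax as muscarinic agonist stimulus; schedule: dye loading 30 min 37 °C, buffer rest 30 min RT; technique: kinetic calcium fluorescence imaging with Fluo4-AM dye, 2 µM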
# KCNK3 inh: human KCNK3 channel inhibition, primary screen; B-score at 10 µM; O14649; CHO-KCNK3 thallium flux, FluxOR fluorescence; active compounds read low; 0.84% of 340,000 active;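 active means B-score under library mean minus 4 SD, starting fluorescence ratio at most library mean plus 5 SD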;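 further: more negative B-score means stronger inhibition of thallium flux through KCNK3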
# RGS4 block: inhibitors of human RGS4; P49798; HEK293 M3R/RGS4 inducible, Fluo-4 calcium flux; active compounds read high; triggered by carbachol at its EC20; B-score at 10 µM; 0.45% of 310,000 active;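 active means B-score, a plate-corrected calcium signal, over three deviations above library mean, with baseline fluorescence within five deviations of library mean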;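 further: RGS4 expression induced by doxycycline in cells with stable M3 receptor; B-score is computed from the integrated fluorescence ratio over baseline after carbachol; higher B-score means a larger calcium signal and so more RGS4 inhibition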
# MrgX1 allo act: human MrgX1 positive allosteric modulation, primary screen; Q96LB2; B-score at 10 µM; MrgX1-HEK293, Fluo-4 calcium flux, FDSS; active compounds read high; 0.63% of 310,000 active; AID 588675;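 active means plate-corrected calcium response at least 3 library SD above typical, normal starting fluorescence, not activating the receptor alone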;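 further: compound read alongside a low EC10 to EC30 dose of BAM8-22 agonist; peak minus trough fluorescence over baseline measured at the second addition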
# ANO1 block: inhibitors of mouse TMEM16A calcium-activated chloride channel. AID 588511. normalized B-score (activity score, 25-100; higher = stronger inhibition) at 10 µM. HEK293 TMEM16A/YFP iodide influx fluorescence, ionomycin. Q8BHY3. 1.2% of 310,000 active;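 active means ratio plate-corrected score three or more library SD toward inhibition, starting fluorescence score within five deviations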;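 further: score derived from kinetic fluorescence span divided by baseline fluorescence per well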
# TMEM16A act: activators or potentiators of mouse TMEM16A chloride channel; Q8BHY3; B-score at 10 µM; 0.3% of 340,000 active; HEK293 TMEM16A/YFP-H148Q/I152L, iodide quench fluorescence; active compounds read low;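 active means fluorescence-ratio B-score plate-corrected deviation score at least 3 library SD below zero, with starting fluorescence score within 5 deviations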;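 further: channel opened by trigger with iodide after compound preincubation; score built on the fluorescence ratio of max minus min over baseline; more negative score means more quench and so TMEM16A activation or potentiation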
# KCNQ1 inh: human KCNQ1 channel inhibition; P51787; CHO-K1 KCNQ1, FluxOR thallium flux fluorescence; active compounds read high; B-score at 10 µM; 1.3% of 310,000 active;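 active means compounds whose thallium flux B-score, printed positive for inhibition, exceeds three library SD while starting fluorescence stays within three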;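 further: channel opened by potassium depolarization with thallium stimulus after 20 min compound exposure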
# KCNK9 inh: human KCNK9 channel inhibition | B-score at 10 µM | Q9NPC2 | 1.2% of 310,000 active | HEK293 KCNK9, FluxOR thallium flux fluorescence; active compounds read low;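 active means ratio B-score over 3 SD below the library mean, with starting fluorescence within 5 SD of its mean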;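 further: negative B-score means less thallium flux so channel inhibition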
# An asterisk follows results filed as active; i = inactive; . = not tested or not shown.
# Value order: MrgX1 agonist, KCNK3 inh, RGS4 block, hERG rescue, MrgX1 allo act, ANO1 block, RGS4 act, TMEM16A act, KCNQ1 inh, KCNQ1 pot, KCNK9 inh
1	Cc1cc2ccccn2c1C(=O)c1nc(N2CCOCC2)ncc1Cl
  i, i, i, -18, i, i, i, i, i, i, i
2	CC(=O)c1ccc(NC(=O)CSc2nnc3ccc(-c4ccccn4)nn23)cc1
  i, i, i, -11, i, i, i, i, i, i, i
3	CCOc1cc(/C=C2/SC(=S)N(Cc3ccccc3)C2=O)ccc1O
  i, i, i, -15, i, i, i, i, i, i, i
4	Cc1ccc(NC(=O)CN2C(=O)COc3ccc(S(=O)(=O)N4CCOCC4)cc32)cc1N(C)C
  i, i, i, -6, i, i, i, i, i, i, i
5	CC(C(=O)NNS(=O)(=O)c1cccc(C(F)(F)F)c1)n1nnc(N2CCOCC2)n1 (centres undefined)
  i, i, i, -9, i, i, i, i, i, i, i
6	O=C(CSc1nnc(-c2ccccc2Cl)o1)Nc1ccccn1
  i, i, i, -7, i, i, i, i, i, i, i
7	CCC(=O)Nc1cccc(C2=NOC3(C2)C[C@@H](C(N)=O)N(C(=O)c2ccc(OC)cc2)C3)c1 (some centres undefined)
  i, i, i, -2, i, i, i, i, i, i, i
8	Cc1ccc(NC(=O)COC(=O)C(NS(=O)(=O)c2ccc(Cl)cc2)C(C)O)cc1 (centres undefined)
  i, i, i, 0, i, i, i, i, i, i, i
9	COCc1cc(C)nc(N2CCc3ccccc32)c1C#N
  i, i, i, -9, i, i, i, i, i, i, i
10	COc1ccc(C(=O)Nc2ccc(Oc3nc(C)nc4sc(-c5ccccc5)cc34)cc2)cc1OC
  i, i, i, -12, i, i, i, i, i, i, i
11	CC1CC(=O)Nc2ccccc2N1C(=O)CN1CCN(C=O)CC1 (centres undefined)
  i, i, i, -5, i, i, i, i, i, i, i
12	COc1cc2[nH]c(=O)n(CCC(=O)N3CCc4ccccc4C3)c(=O)c2cc1OC
  i, i, i, -17, i, i, i, i, i, i, i
13	CCOc1ccc(NC(=O)NC(C)c2ccc3c(c2)OCO3)cc1 (centres undefined)
  i, i, i, -2, i, i, i, i, i, i, i
14	COc1ccc(OC)c(/C=N/NC(=O)CSc2nnc(C)n2-c2ccccc2)c1
  i, i, i, -4, i, i, i, i, i, i, i
15	N#Cc1ccc(-c2ccc(F)cc2)nc1SCC(=O)Nc1sc2c(c1C#N)CCC2
  i, i, i, 2, i, i, i, i, i, i, i
16	C=CCOc1ccc(C(=O)c2ccccc2)c(OCC(=O)NC2(C#N)CCCC2)c1
  i, -8.7*, i, -12, i, i, i, i, i, i, i
17	CCCn1c(=O)c2ccccc2n2c(Sc3nnnn3-c3ccccc3)nnc12
  i, i, i, -10, i, i, i, i, i, i, i
18	CCN(CC)c1cc(Cl)c2nonc2c1N
  i, i, i, -4, i, i, i, i, i, i, i
19	CCOc1ccc(NC(=S)NNC(=O)CC(C)O)cc1 (centres undefined)
  i, i, i, 1, i, i, i, i, i, i, i
20	O=C1c2oc3ccccc3c(=O)c2C(c2cccnc2)N1CCCN1CCOCC1 (centres undefined)
  i, i, i, -5, i, i, i, i, i, i, i
21	CCN1CCN(c2nc(-c3ccccc3Cl)nc3ccccc23)CC1
  i, i, i, -9, i, i, i, i, i, i, i
22	Cc1ccc2cc(C#N)c(NCCNC(=O)C3CC3)nc2c1C
  i, i, i, -8, i, i, i, i, i, i, i
23	Cc1cc(Cl)ccc1NC(=O)CN1C(=O)CSc2ccc(S(=O)(=O)N3CCOCC3)cc21
  i, i, i, -8, i, i, i, i, i, i, i
24	COCCCNC(=O)C1CCN(S(=O)(=O)c2c(C)noc2/C=C\c2ccc(OC)cc2)CC1
  i, i, i, -19, i, i, i, i, i, i, i
25	COc1ccc(CNC(=O)[C@@H](NC(=O)C2CCN(C(=O)[C@@H](N)CC(C)C)CC2)C(C)C)cc1
  i, i, i, -6, i, i, i, i, i, i, i
26	CCCCN(C)C(=O)c1nc2ccccn2c1CNC1CCC1
  i, i, i, -3, i, i, i, i, i, i, i
27	COc1ccc(OCCC(=O)OCC(=O)Nc2ccc(Br)cc2)cc1
  i, i, i, 0, i, i, i, i, i, i, i
28	C#CCCOC(=O)N1C2=NC(C(=O)OC)=C(C(=O)OC)[C@@H]3N(C)c4ccccc4[C@]23C[C@H]1CO
  i, i, i, -3, i, i, i, i, i, i, i
29	O=C(Nc1cccc(-c2nnc(-c3ccccc3)o2)c1)c1ccco1
  i, i, i, -4, i, i, i, i, i, i, i
30	C=CCNC(=S)NNC(=O)c1ccccc1OCC
  i, i, i, -10, i, i, i, i, i, i, i
31	CC1(C)Cc2ccccc2-c2nnc(-c3ccc4ccccc4n3)n21
  i, i, i, -2, i, i, i, i, i, i, i
32	O=C(NNc1ccc([N+](=O)[O-])cc1)C1C2CCCCC21 (centres undefined)
  i, i, i, -6, i, i, i, i, i, i, i
33	O=C(O)c1ccc(/C=N/Nc2ncc(Cl)cc2Cl)cc1
  i, i, i, 0, i, i, i, i, i, i, i
34	O=C(COc1nc2ccccc2nc1N1CCOCC1)Nc1ccc(S(=O)(=O)N2CCCC2)cc1
  i, i, i, -6, i, i, i, i, i, i, i
35	CC(=O)Nc1cc2c(cc1C(C)=O)OCCO2
  i, i, i, -1, i, i, i, i, i, i, i
36	CC(C)CC(=O)N=Nc1c(O)[nH]c2ccccc12
  i, i, i, -7, i, i, i, i, i, i, i
37	Cc1cc(C)c(S(=O)(=O)N2CCCCC2CCNC(=O)C(=O)NCc2cccnc2)c(C)c1 (centres undefined)
  i, i, i, -11, i, i, i, i, i, i, i
38	COc1cc(NC(=O)c2cc(C(C)C)on2)c(OC)cc1Cl
  i, i, i, -9, i, i, i, i, i, i, i
39	CCOC(=O)NC(=S)Nc1ccc(OC)cc1
  i, i, i, -1, i, i, i, i, i, i, i
40	CCC1=[N+](C)CCn2c(C)ccc21
  i, i, i, -6, i, i, i, i, i, i, i
41	COc1ccccc1CNC(=O)/C=C/C(=O)O
  i, i, i, -9, i, i, i, i, i, i, i
42	CCOc1ccc(N(C)c2ccc(/C=C3/SC(=S)NC3=O)cc2)cc1
  35*, i, i, -4, i, i, i, i, i, i, i
43	O=C(CN(Cc1cccs1)C(=O)CSc1nnc(COc2ccccc2)o1)NC1CCCC1
  i, i, i, 0, i, i, i, i, i, i, i
44	CCN(CC)CCN1C(=O)C(O)=C(C(=O)c2cc3cccc(OC)c3o2)C1c1cccs1 (centres undefined)
  i, ., i, -5, i, i, i, ., i, i, i
45	CN(CC(=O)Nc1ccc(F)cc1)C(=O)COC(=O)Cc1c(F)cccc1Cl
  i, i, i, -12, i, i, i, i, i, i, i
46	CCCCCCCC(=O)N1c2ccccc2NC(=O)C1CC(=O)Nc1ccc(C(=O)O)cc1 (centres undefined)
  i, i, i, -10, i, i, i, i, i, i, i
47	CCOC(=O)C1CCN(C(=S)Nc2cccc(C)c2)CC1
  i, i, i, -1, i, i, i, i, i, i, i
48	COCCCNC(=O)CNC(=O)c1nn(-c2ccc(OC)cc2OC)c(=O)c2ccccc12
  i, i, i, -3, i, i, i, i, i, i, i
49	Cc1onc(-c2ccccc2Cl)c1C(=O)N1CCN(C/C=C/c2ccccc2)CC1
  i, i, i, -4, i, i, i, i, i, i, i
50	COc1ccc(/C=N/NC(=O)C2C(=O)NCC2c2ccccc2)c(OC)c1 (centres undefined)
  i, i, i, -6, i, i, i, i, i, i, i
51	C/C(=N\NC(=O)c1cnccn1)c1ccc([N+](=O)[O-])cc1
  i, i, i, -8, i, i, i, i, i, i, i
52	CC1(C)CC(NC(=O)c2ccccc2)CC(C)(C)N1
  i, i, i, -3, i, i, i, i, i, i, i
53	O=C(Cn1cnc2ccccc21)c1ccc(Cl)cc1
  i, i, i, -5, i, i, i, i, i, i, i
54	Cc1nnc(SCc2ccccc2CSc2nnc(C)s2)s1
  i, i, i, -4, i, i, i, i, i, i, i
55	COc1ccccc1C1/C(=C(/O)c2ccc(C)cc2)C(=O)C(=O)N1Cc1ccco1 (centres undefined)
  i, i, i, -8, i, i, i, i, i, i, i
56	COc1ccc(CN2C(=O)C(C)N(C(=O)c3c(F)cccc3F)c3ccccc32)cc1 (centres undefined)
  i, i, i, -9, i, i, i, i, i, i, i
57	Cc1cccc(NS(=O)(=O)c2cc(C(=O)N3CCc4ccccc4C3)ccc2Cl)c1C
  i, i, i, -2, i, i, -8.1*, i, i, i, -15*
58	NC(=O)C1CCN(Cc2nc(-c3cccs3)no2)CC1
  i, i, i, -6, i, i, i, i, i, i, i
59	CN1CCN(C(=O)CN(Cc2ccccc2)S(C)(=O)=O)CC1
  i, i, i, -5, i, i, i, i, i, i, i
60	CCO[C@@H]1OC(C(=O)NCc2nc3ccccc3[nH]2)=C[C@H](c2coc3ccccc3c2=O)[C@H]1CCCO
  i, i, i, -3, i, i, i, i, i, i, i

# Further results follow.
# Value order: MrgX1 agonist, KCNK3 inh, RGS4 block, hERG rescue, MrgX1 allo act, ANO1 block, RGS4 act, TMEM16A act, KCNQ1 inh, KCNQ1 pot, KCNK9 inh
61	CN1C(=O)c2cccc(NC(=O)C3CCCCC3)c2C1=O
  i, i, i, -7, i, i, i, i, i, i, i
62	COc1ccc2c(c1)c1ncn(CCN3CCCC3)c(=O)c1n2C
  i, i, i, -7, i, i, i, i, i, i, i
63	COc1ccccc1NC(=O)C(C/C=C(\C)Cl)C(C)=O (centres undefined)
  i, i, i, -4, i, i, i, i, i, i, i
64	CCCC(c1nnnn1CS(=O)(=O)c1ccc(C)cc1)N1CCC(C(N)=O)CC1 (centres undefined)
  i, i, i, -9, i, i, i, i, i, i, i
65	Cc1nc2ccc(NC(=O)c3ccc(Cl)c(NC(=O)c4cccs4)c3)cc2s1
  i, i, i, -11, i, i, i, i, i, i, i
66	Cn1nnnc1SCC(=O)Nc1ccccc1N1CCOCC1
  i, i, i, -2, i, i, i, ., i, i, i
